# Screening data from PubChem BioAssay.
# STAT3 activator: IL-6 driven STAT3 reporter potentiators, primary screen, U3A cells, luciferase, luminescence, MLSCN library. actives 0.91% (n = 190,000). activation (% of control), % at 5.6 µM. IL-6 STAT3-luciferase reporter; 100% = signal with IL-6 EC80 alone;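 active = activation above the screen-wide mean of compound activation plus 3 SD, cut at about 130% in these data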;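 also: 0% = background luminescence of wells with medium and substrate only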
#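 Material: STAT1-lacking human U3A cells, STAT3 luciferase reporter | Benchmarks: IL-6-only wells as 100% reference | Probe or stimulus: IL-6 (33 ng/mL) | Timing: Compound 1 h, then IL-6 6 h at 37 °C | Detection: Luminescence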
# STAT3 inh: IL-6 driven STAT3 reporter inhibitors, primary screen, U3A cells, luciferase, luminescence, MLSCN library. inhibition, % at 5.5 µM. AID 862, 2007. actives 0.89% (n = 190,000). IL-6 STAT3-luciferase reporter; host cell line lacks STAT1;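 active = inhibition above the mean inhibition across all screened compounds plus 3 SD, cut at about 44% in these data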;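 also: 0% = DMSO only wells and 100% = 100 µM nifuroxazide control wells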
# STAT1 blocker: STAT1 signaling inhibitors, primary screen, cell-based, HTS, luciferase reporter; NIH 3T3 STAT1-luciferase reporter, IFN-gamma, luminescence; inhibition, % at 5.5 µM; actives 0.35% (n = 200,000); AID 920, 2007;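 active = inhibition above a set limit, the mean inhibition across all tested compounds plus 3 SD, cut at about 34% in these data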;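 also: 0% = IFN-gamma with DMSO and 100% = IFN-gamma with 300 µM nifuroxazide; values of inactives mirror those of a sister screen read the other way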
# NF-kB expr up: activators of NF-kB expression in neurons, primary screen, cell-based, HTS; human neuronal cells, NF-kB reporter expression; stronger effect = higher value; fold change at 12.5 µM; actives 1.6% (n = 190,000); in the data active = fold change above about 3.3
# FLuc stim CS: FLuc activators, initial screening, artefact control for FLuc-dependent activation tests, biochemical, ATPlite luminescence | 200,000 tested, under 10 active | ATPlite luciferase biochemical, 10 min; 0 = ATP-free wells, 1 = DMSO control | activation factor at 10 µM;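 active = luciferase activation factor, scaled between plate controls, of at least 2 with compound at 10 µM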
# Target sequence (P08659 whole entry, looked up): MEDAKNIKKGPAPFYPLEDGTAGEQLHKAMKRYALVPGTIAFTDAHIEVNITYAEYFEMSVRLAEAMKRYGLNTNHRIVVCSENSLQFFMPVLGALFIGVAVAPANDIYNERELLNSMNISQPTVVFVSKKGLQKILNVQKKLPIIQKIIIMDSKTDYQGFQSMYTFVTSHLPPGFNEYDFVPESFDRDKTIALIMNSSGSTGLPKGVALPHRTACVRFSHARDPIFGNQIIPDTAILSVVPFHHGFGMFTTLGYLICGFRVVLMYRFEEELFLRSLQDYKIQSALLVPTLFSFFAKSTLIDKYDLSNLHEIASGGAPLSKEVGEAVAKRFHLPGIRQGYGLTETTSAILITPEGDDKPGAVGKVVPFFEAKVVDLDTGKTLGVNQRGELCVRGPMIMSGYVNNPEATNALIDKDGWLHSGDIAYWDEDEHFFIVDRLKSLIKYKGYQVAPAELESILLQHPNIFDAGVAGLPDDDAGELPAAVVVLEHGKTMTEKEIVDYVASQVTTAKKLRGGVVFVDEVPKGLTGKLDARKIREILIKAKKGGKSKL
#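 Material: Luciferase/luciferin reagent mix; Doses: test compounds dosed from 2 mM stocks in 100% DMSO; Schedule: 10 min incubation after luciferase reagent addition, room temperature; Measured by: luminescence from luciferase reaction; Read-out: luminescence gain marking luciferase activators.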
# FLuc inhib CS: firefly luciferase enzyme inhibitors, primary screen, artefact control for luciferase-based inhibitor screens, biochemical, luminescence, ATPLite; 10 min; inhibition, % at 10 µM; actives 1.5% (n = 200,000); AID 1006, 2008;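 active = inhibition above about 50% when tested at 10 µM, limit read from the data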
# APP 5'UTR act: activators of APP 5'UTR luciferase reporter, primary screen, SH-SY5Y cells; SH-SY5Y APP 5'UTR luciferase reporter, luminescence; zero percent = DMSO vehicle wells; activation, % at 2 µM; actives 1% (n = 190,000); AID 1276, 2008;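 active = activation above a set limit, based on mean plus 3 SD of controls, cut at about 140% in these data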; also: values of inactives mirror those of a sister screen read the other way
# APP transl inh: inhibitors of APP translation via 5'UTR reporter, primary screen, APP 5'UTR luciferase, SH-SY5Y cells; SH-SY5Y APP 5'UTR-luciferase reporter, luminescence; inhibition, % at 2 µM; actives 0.82% (n = 190,000);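 active = inhibition above a set limit, derived from the sample mean plus 3 SD, cut at about 45% in these data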; also: values of inactives mirror those of a sister screen read the other way
# STAT1 act: STAT1 signaling activators, primary screen, cell-based, HTS, luciferase reporter. NIH 3T3 STAT1-luciferase reporter, IFN-gamma, luminescence; 100% = IFN-gamma alone, no compound. activation (% of control), % at 5.5 µM. actives 2.6% (n = 200,000);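 active = activation above the screen-wide mean activation plus 3 SD, cut at about 130% in these data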;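 also: raw ratio to IFN-gamma control signal so 100% means no change and 0% no light; values of inactives mirror those of a sister screen read the other way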
# ROMK mod: ROMK potassium channel modulators, primary screen, cell-based, thallium flux, MLSMR library. ATP-sensitive inward rectifier potassium channel 1 (Homo sapiens), P48048. B-score at 10 µM. actives 2% (n = 130,000). Tet-inducible ROMK, thallium flux fluorescence; actives lie on both sides;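 active = signal ratio slope over the read window, or its plate-corrected B-score, at least 3 SD from the plate mean, either direction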;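 also: B-score of the F/F0 ratio slope over 7 to 12 s after thallium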
# Target sequence (P48048 whole entry, looked up): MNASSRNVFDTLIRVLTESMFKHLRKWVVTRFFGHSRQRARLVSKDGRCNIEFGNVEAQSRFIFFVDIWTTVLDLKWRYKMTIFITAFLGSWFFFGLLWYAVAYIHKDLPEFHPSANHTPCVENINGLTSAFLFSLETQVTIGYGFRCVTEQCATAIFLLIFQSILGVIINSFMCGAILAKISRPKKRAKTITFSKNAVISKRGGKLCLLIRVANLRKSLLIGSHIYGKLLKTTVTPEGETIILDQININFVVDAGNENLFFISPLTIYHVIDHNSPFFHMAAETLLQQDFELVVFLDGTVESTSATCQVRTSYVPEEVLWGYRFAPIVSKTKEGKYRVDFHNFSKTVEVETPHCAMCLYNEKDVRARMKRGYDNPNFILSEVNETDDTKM
# Numbers without * were called inactive; · = not tested or not shown.
SMILES,STAT3 activator,STAT3 inh,STAT1 blocker,NF-kB expr up,FLuc stim CS,FLuc inhib CS,APP 5'UTR act,APP transl inh,STAT1 act,ROMK mod
Cc1cc(C)c(NC(=O)c2sc3nc(C)[nH]c(=O)c3c2C)c(C)c1,101,4,-8,1.2,1.1,-5,16,-16,105,-0.87
COc1cc(OC)c2c(C)c(Cl)c(=O)oc2c1,79,28,-1,1.2,1,-2,7,-7,101,-0.66
CS(=O)(=O)c1ccc(C(=O)OCC(=O)NC2CCS(=O)(=O)C2)cc1[N+](=O)[O-] (configuration not stated),94,10,5,0.95,1.1,-9,0,0,96,0.0017
CC(C)CN(C(=O)COC(=O)c1ccccc1Sc1ccccc1C#N)C1CCS(=O)(=O)C1 (configuration not stated),99,4,-2,0.96,1.1,-8,-9,9,102,·
COc1ccc(OCC(=O)O/N=C(\N)Cc2cccs2)cc1,102,-4,-6,1.4,1,-1,18,-18,106,0.81
CCCCN(CC)C(=O)c1ccc(Cl)cc1,101,3,-9,1.1,1.1,-12,-8,8,105,0.11
O=C(O)C(CCCCN1C(=O)C2C3C=CC(C3)C2C1=O)N1C(=O)C2C3C=CC(C3)C2C1=O (configuration not stated),104,-4,-2,0.78,1,-2,11,-11,101,·
COc1ccccc1N1CCN(C(=O)CSc2nc3ccccc3c(=O)n2CC2CCCO2)CC1 (configuration not stated),93,11,-10,0.42,1,-5,-1,1,109,-1.9
CC(C)(C)c1nc2ccccc2c2nnc(SCC(=O)Nc3nc4ccccc4s3)n12,98,9,-6,1.2,1.1,-6,4,-4,105,1.6
CCCN1CCC(=NNc2ccc(C(=O)O)cc2)CC1,96,10,4,1.7,1.1,-9,88,-88,94,-0.78
Cn1c(=O)c2c(nc3sccn32)n(C)c1=O,96,5,-10,1.2,1,-5,8,-8,110,·
C=CCC(C)(NCc1ccccc1)c1ccccc1 (configuration not stated),101,1,1,0.97,1.1,-7,9,-9,99,·
Nc1ccc2nc(-c3cccnc3)[nH]c2c1,96,5,-9,1.1,0.9,12,·,·,108,-0.31
Cc1nnc(NC(=O)c2ccc(C)c(S(=O)(=O)N3CCCCCC3)c2)s1,100,4,0,1.4,1,3,-1,1,100,·
CCCC(=O)NC1C2CC3CC(C2)CC1C3 (configuration not stated),102,2,-2,0.96,1,1,7,-7,102,·
O=C1C2C3C=CC(C2C(=O)N1c1cccc(O)c1)C1C2C(=O)N(c4cccc(O)c4)C(=O)C2C31 (configuration not stated),107,-6,-13,0.95,1,-4,10,-10,110,0.084
C/C(=N\N1CCN(Cc2ccccc2)CC1)c1ccco1,104,-2,-21,1.9,1,2,21,-21,117,1.4
O=C1Cc2ccccc2C(=O)N1OCc1ccc(Cl)cc1Cl,84,23,-10,1.4,0.8,15,3,-3,109,1.5
O=C(CSc1nnc(-c2ccc3c(c2)OCO3)n1-c1ccccc1)c1ccccc1,101,-1,4,1.2,1,-2,4,-4,96,-1
COc1ccc(S(=O)(=O)Nc2ccccc2C(=O)Nc2nc(-c3ccc(F)cc3)cs2)cc1OC,86,18,13,0.39,1.1,-6,-11,11,89,-1.6
COc1ccc(NC(=O)c2ccccc2O)c(OC)c1,118,-26,5,2.6,0.8,21,78,-78,95,0.05
CC1=C(C)C(=O)N(c2ccccn2)C1=O,93,12,7,1,1.1,-6,13,-13,94,0.24
CC1=NN(c2ccc(Cl)cc2)C(=O)C1C(c1cccc(O)c1)c1c(C)[nH]n(-c2ccc(Cl)cc2)c1=O (configuration not stated),146*,-53,0,1,1.1,-6,·,·,100,-0.0014
O=C(Nc1ccc2c(c1)OCCO2)C1CCN(S(=O)(=O)c2ccccc2)CC1,91,12,10,0.98,1.1,-9,-1,1,91,-0.31
O=C(NN1C(=O)/C(=C/c2ccc(O)c([N+](=O)[O-])c2)SC1=S)c1ccccc1Cl,107,-4,-3,1.4,1,1,6,-6,100,-0.54
# Other compounds
SMILES,STAT3 activator,STAT3 inh,STAT1 blocker,NF-kB expr up,FLuc stim CS,FLuc inhib CS,APP 5'UTR act,APP transl inh,STAT1 act,ROMK mod
ClCc1nnc(-c2ccccc2)o1,97,4,13,1.2,1,1,1,-1,88,·
CCCCNC(=O)OCC(CC)NC(=O)OCC(C)C (configuration not stated),105,-3,-2,1.3,1.1,-6,11,-10,102,·
O=C(NCc1ccco1)c1cc2n(n1)C(C(F)(F)F)CC(c1ccc(Cl)c(Cl)c1)N2 (configuration not stated),86,24,2,1.1,1,-3,-9,9,98,0.061
O=C(N/N=C1\CCCc2ccccc21)c1ccc([N+](=O)[O-])cc1,108,-9,-24,0.64,0.4,61*,-4,4,122,·
CCSc1nnc(N)s1,96,14,3,1.2,1.1,-6,7,-6,98,·
Cc1ccc(Oc2ncc(-c3ccc(Cl)cc3)cn2)cc1,84,29,-4,1.2,1,0,-7,7,104,·
Cc1oc(-c2ccccc2F)nc1CS(=O)(=O)CC(=O)NCCCN(C)C1CCCCC1,104,0,-6,0.98,1,1,9,-9,105,·
COc1ccc(C(C)=O)cc1CSc1nc2ccccc2o1,90,15,3,1.9,1,0,18,-18,97,·
Cc1ccc(-c2ccc(CCC(=O)O)o2)cc1,93,12,-6,1.1,1,4,17,-17,106,·
COC(=O)CN(C(=O)CSc1nnc(-c2cccc(OC)c2)o1)c1ccc(OC)cc1,104,-1,-2,0.74,1,-3,10,-10,102,·
Cc1nc2ccccc2c(=O)n1NC(=O)COc1ccccc1,96,11,2,1.2,1,-2,5,15,97,-0.0079
Cc1nn(CC(O)Cn2cnc3c2c(=O)n(C)c(=O)n3C)c(C)c1Br (configuration not stated),98,5,5,1.3,1.1,-5,-6,6,95,0.57
Clc1ccc(Oc2nnnn2-c2ccccc2)cc1,85,21,-4,1.4,1.1,-6,9,-9,104,·
CCn1c(NCc2ccc3c(c2)OCO3)nc2ccccc21,107,-3,-9,1.5,0.9,8,10,-10,108,·
Cc1cc(C)n(-c2nc3sc4c(c3c3nnc(SC(C)C)n23)CC(C)(C)OC4)n1,104,0,-8,·,·,·,10,-10,107,·
Cc1ccc(S(=O)(=O)N(CC(=O)N(C)C)c2cccc([N+](=O)[O-])c2)cc1,101,3,1,0.94,1.1,-6,-1,1,96,0.027
Cc1cccc(C2CC(c3ccccc3)Nc3nc(N)nn32)c1 (configuration not stated),113,-10,0,1.2,1,-3,3,-3,100,·
CCCn1c(O)c(C=Nc2ccccc2)sc1=S,95,8,-43,1.7,1,-3,25,-25,138*,-1
CC(C)OCCCNc1ncnc2c1cnn2-c1ccccc1,83,27,-31,6*,0.3,74*,194*,-194,128,0.37
CCC1(CC)Cc2ccccc2-c2nc(CN3CCOCC3)[nH]c(=O)c21,104,2,5,1.1,1,-2,19,-19,96,0.16
Cc1cc(-c2csc(N)n2)c(C)n1Cc1ccccc1,98,2,2,1,1,-2,-3,2,98,-1.1
O=C(CCn1cnc2ccccc2c1=O)Nc1ccc2c(c1)OCCO2,97,6,-6,1.7,1,-3,-12,12,106,·
CN1CCn2c1nc(N1CCOCC1)nc2=O,104,-2,-2,1.2,1,-2,21,-21,102,0.32
CC1(C)CC(=O)c2cnc(N3CCc4ccccc4C3)nc2C1,102,2,-36,1.8,0.9,12,-4,4,133*,-0.0034
Nc1cc([N+](=O)[O-])ccc1O,90,12,3,1.1,1,3,10,-10,97,0.88

# As a short view, some entries already given.
SMILES,STAT3 activator,STAT3 inh,STAT1 blocker,NF-kB expr up,FLuc stim CS,FLuc inhib CS,APP 5'UTR act,APP transl inh,STAT1 act,ROMK mod
ClCc1nnc(-c2ccccc2)o1,97,4,13,1.2,1,1,1,-1,88,·
CCCCNC(=O)OCC(CC)NC(=O)OCC(C)C (configuration not stated),105,-3,-2,1.3,1.1,-6,11,-10,102,·
O=C(NCc1ccco1)c1cc2n(n1)C(C(F)(F)F)CC(c1ccc(Cl)c(Cl)c1)N2 (configuration not stated),86,24,2,1.1,1,-3,-9,9,98,0.061
O=C(N/N=C1\CCCc2ccccc21)c1ccc([N+](=O)[O-])cc1,108,-9,-24,0.64,0.4,61*,-4,4,122,·
CCSc1nnc(N)s1,96,14,3,1.2,1.1,-6,7,-6,98,·
Cc1ccc(Oc2ncc(-c3ccc(Cl)cc3)cn2)cc1,84,29,-4,1.2,1,0,-7,7,104,·

# Next section.
SMILES,STAT3 activator,STAT3 inh,STAT1 blocker,NF-kB expr up,FLuc stim CS,FLuc inhib CS,APP 5'UTR act,APP transl inh,STAT1 act,ROMK mod
CN(c1ccccc1)c1nc2ccsc2c(=O)s1,110,-8,-17,2.2,0.9,7,39,-39,116,·
CCOC(=O)NC1C=CS(=O)(=O)C1 (configuration not stated),100,4,0,1.1,1.1,-10,1,-1,100,·
Nc1ccc(-n2nncc2-c2ccc(Cl)cc2)cc1,99,7,-3,1.5,1.1,-6,5,-5,103,0.28
CCC(CO)NC1=C([N+](=O)[O-])C(=O)CC(C)(C)C1 (configuration not stated),96,0,7,1.1,1,-3,2,-2,93,·
Cc1ccc(CSCC(=O)N2CCCC2)cc1,97,10,-17,1.6,1.1,-5,6,-6,113,-0.023
O=C(CC1NC2CCCCC2NC1=O)Nc1ccc2c(c1)OCO2 (configuration not stated),99,6,0,1,1,-3,-16,16,100,·
CCOC(=O)C1(C(C)(C)CC)CC(CSc2nc3ccccc3[nH]2)OC1=O (configuration not stated),98,5,6,0.89,1.1,-6,20,-20,94,-2.6
CCOc1ccccc1-n1c(=S)sc2c(=O)n(-c3ccc(C)cc3)c(=S)[nH]c21,94,18,-4,0.86,1,-5,3,-3,102,0.079
Cc1ccc(S(=O)(=O)N2CCC(C(=O)NCC3CCCO3)CC2)cc1 (configuration not stated),105,1,0,0.97,1.1,-6,2,-2,100,0.82
Cc1nn2c(-c3ccc(Cl)cc3)ccnc2c1-c1ccccc1,88,14,4,1.7,1,-2,12,-12,96,0.056
CCC/C(=N\NC(=O)CNC(=O)c1ccc(Cl)cc1)c1ccccc1,101,10,-8,1,1,-3,-1,1,106,-0.046
Cc1cccc(NC(=O)CCCSc2nc3ccccc3[nH]2)c1,105,-1,-5,0.88,1,-2,1,-1,104,-2.1
O=C1c2ccccc2C(=O)N1c1n[nH]c(CCc2ccccc2)n1,103,0,1,1.1,1,-3,-1,1,99,1.5
O=C(NNC(=S)NC(=O)c1cn(-c2ccccc2)nc1-c1ccccc1)c1ccncc1,105,1,-1,0.68,0.9,12,-7,7,101,1.8
O=C(COC(=O)C1(c2ccc(F)cc2)CCCC1)Nc1ncc(C(F)(F)F)cc1Cl,103,-3,3,1,1.2,-18,-2,2,98,-1.1
COc1cc(/C=C/C(=O)N2CCN(c3n[nH]c(=O)[nH]c3=O)CC2)cc(OC)c1OC,109,1,-3,0.82,1.1,-5,4,-4,101,0.076
CCOC(=O)C(C(=O)OCC)C(C[N+](=O)[O-])c1ccccc1 (configuration not stated),105,-4,-8,1.1,1,-2,3,-3,107,0.11
